# KCNQ2 block: KCNQ2 potassium channel inhibitors, primary screen, cell-based, CHO-K1, FluxOR thallium flux, B-score (AID 2156) | 20 min; active compounds read low | actives 1.1% (n = 310,000) | B-score at 10 µM;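 active means fluorescence ratio B-score at most minus 3 library SDs, with starting brightness B-score within 2 library SDs, cut at about -5.5 in these data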
# Kir21 inh: blocks the mouse Kir2.1 inward-rectifier potassium channel. P35561. HEK293-Kir2.1, FluxOR thallium flux fluorescence; active compounds read low. actives 0.85% (n = 310,000). AID 1672. B-score at 10 µM;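 active means fluorescence ratio B-score at or below minus 3 SD of library scores, with starting-brightness B-score within 2 SD, cut at about -4.2 in these data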;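 further: channel flux triggered by added potassium and thallium sulfate stimulus; B-score of peak minus minimum fluorescence over baseline after thallium stimulus; more negative B-score means stronger Kir2.1 block with less thallium influx; some compounds called inactive have numbers as strong as hits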
# Target sequence (P35561 whole entry, looked up): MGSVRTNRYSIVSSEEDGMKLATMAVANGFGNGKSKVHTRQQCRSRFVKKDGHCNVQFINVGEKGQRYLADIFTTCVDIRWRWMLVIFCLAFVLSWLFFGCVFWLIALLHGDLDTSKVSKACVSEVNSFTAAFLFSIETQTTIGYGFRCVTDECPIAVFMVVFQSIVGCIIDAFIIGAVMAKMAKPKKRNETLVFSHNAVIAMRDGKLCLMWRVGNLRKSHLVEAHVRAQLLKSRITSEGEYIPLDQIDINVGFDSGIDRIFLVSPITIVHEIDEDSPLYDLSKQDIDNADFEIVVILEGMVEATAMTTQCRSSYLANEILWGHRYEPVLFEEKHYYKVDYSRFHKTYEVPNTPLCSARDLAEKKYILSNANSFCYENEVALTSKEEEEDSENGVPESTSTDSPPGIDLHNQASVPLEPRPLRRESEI
# CHT inh: inhibits the human high affinity choline transporter; Q9GZV3; B-score at 10 µM; actives 0.86% (n = 310,000); CHT-expressing cells, membrane potential dye, choline response; active compounds read low;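 active means B-score over 3 SD under the library average, and starting fluorescence ratio not unusually high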;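 further: choline stimulus applied at its EC90 after an EC20 pre-addition; B-score computed on integrated fluorescence ratio after choline addition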
# Target sequence (Q9GZV3 whole entry, looked up): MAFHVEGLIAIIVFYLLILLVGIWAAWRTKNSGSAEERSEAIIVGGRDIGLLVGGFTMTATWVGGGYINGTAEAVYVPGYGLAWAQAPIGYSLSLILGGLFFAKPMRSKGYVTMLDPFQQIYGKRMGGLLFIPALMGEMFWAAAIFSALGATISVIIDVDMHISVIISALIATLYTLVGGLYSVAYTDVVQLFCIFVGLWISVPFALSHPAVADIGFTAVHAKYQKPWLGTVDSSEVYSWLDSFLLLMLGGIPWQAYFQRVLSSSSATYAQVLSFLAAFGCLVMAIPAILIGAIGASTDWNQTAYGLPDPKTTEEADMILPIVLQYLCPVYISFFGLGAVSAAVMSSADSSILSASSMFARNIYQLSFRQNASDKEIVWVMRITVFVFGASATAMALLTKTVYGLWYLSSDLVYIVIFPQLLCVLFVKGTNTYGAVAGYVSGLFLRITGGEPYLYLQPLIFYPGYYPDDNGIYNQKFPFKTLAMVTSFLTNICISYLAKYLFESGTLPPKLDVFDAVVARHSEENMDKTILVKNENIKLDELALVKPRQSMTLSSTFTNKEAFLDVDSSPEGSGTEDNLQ
# * hit, by the source's call; i = inactive; nt = no result given.
SMILES,KCNQ2 block,Kir21 inh,CHT inh
Cc1c(OC(C)C(=O)N[C@H](C(=O)O)c2ccccc2)ccc2c3c(c(=O)oc12)CCCC3 (stereo partly specified),i,0.05,i
CC(=O)Nc1ccc(NC(=O)CN(c2cccc([N+](=O)[O-])c2)S(C)(=O)=O)cc1,i,2.07,i
CCOc1cccc(NC(=O)c2cnccc2C(F)(F)F)c1,i,-0.01,i
O=C(Cn1cnc2ccccc2c1=O)Nc1ccc(S(=O)(=O)N2CCCC2)cc1,i,-0.87,i
O=C1NC(=O)/C(=C\c2ccc(OCc3cnc(Cl)s3)cc2)S1,i,-0.01,i
COc1ccccc1CNc1ccc(N2CCOCC2)c(C(=O)O)c1,i,1.84,i
O=C(NNc1c(Cl)cncc1Cl)c1sccc1Cl,i,-0.1,i
CCOC(=O)C1CCCN(C(=O)c2cc(-c3ccc(C)cc3)on2)C1 (stereo unspecified),i,-1.45,i
Nn1cc(-c2ccccc2)nc1SCC(=O)Nc1cccc(S(N)(=O)=O)c1,i,0.73,i
Cc1ccc(Nc2nc(-c3sc(N)nc3C)cs2)cc1,i,-0.54,i
O=C(c1ccccc1)c1ccc2nc(N3CCN(C(=O)c4ccco4)CC3)c3nncn3c2c1,i,0.2,i
CN(C)/C=C1/Sc2ccccc2C1=O,i,-0.18,i
O=C1NC(c2ccccc2)CCC1(Cl)Cl (stereo unspecified),i,0.23,i
Cc1cc(-c2cccs2)n[nH]1,i,0.07,i
COCCCNC(=S)N/N=C/c1ccccc1O,i,-0.71,i
COc1ccc(/C(C)=N\NS(C)(=O)=O)c(OC)c1,i,-0.33,i
COc1cc(NC(=O)Cn2ncc(Cl)c(Cl)c2=O)c(C)cc1[N+](=O)[O-],i,0.26,nt
CC1CCN(c2cc(N)c(Cl)cc2[N+](=O)[O-])CC1,-6.47*,-1.5,i
COCCN(C(=O)CCC(=O)Nc1ccccn1)C(C(=O)NCCC(C)C)c1ccc(C)cc1 (stereo unspecified),i,2.16,i
CCN1CCN(c2c(Cl)cccc2NC(=O)c2ccc3c(c2)OCCO3)CC1,i,-1.92,i
O=[N+]([O-])c1ccc(C2CCCC/C2=N/OCc2ccc(F)cc2)c([N+](=O)[O-])c1 (stereo unspecified),i,-0.21,i
O=C(NC1CC(=O)N(c2ccc(F)cc2)C1)C(=O)c1c[nH]c2ccccc12 (stereo unspecified),i,0.34,i
NC1=NN=C(N2N=C(c3ccccc3)CC2(O)C(F)(F)F)n2ncnc2C1 (stereo unspecified),i,1.86,i
O=C(Nc1ccc(S(=O)(=O)NCc2ccco2)cc1)c1ccncc1,i,0.27,i
CSc1nc(NS(=O)(=O)c2cc(C)c(Cl)cc2Cl)nn1C,i,-0.47,i
Cc1ccc[n+](CC(=O)N2CCCCC2)c1C,i,0.54,i
Cc1ccc2c(C)c(C(=O)N3CCN(c4ncccn4)CC3)oc2c1C,-8.62*,2.16,nt
O=C(CCn1nnc2ccccc21)NNC(=O)C1CCCCC1,i,-0.98,i
CCC1Sc2ccccc2N(CC(=O)NCc2ccc3c(c2)OCO3)C1=O (stereo unspecified),i,-0.08,i
CCCC(=O)Nc1nnc(-c2ccco2)s1,i,-0.12,i
O=C(Cc1ccc([N+](=O)[O-])cc1)NCC1CCCO1 (stereo unspecified),i,0.33,i
O=C(OCC(=O)N1CCN(S(=O)(=O)c2ccc(Cl)cc2)CC1)c1ccc([N+](=O)[O-])o1,i,1.07,i
N#CCCN(C(=O)CSc1ccc2c(c1)OCCO2)c1ccccc1,i,-1.92,i
CCOC(=O)N1CCN(C(=O)c2oc(=O)c3ccccc3c2-c2ccc(C)cc2)CC1,i,-0.74,i
Cc1cc2[nH]c(=O)c(=O)[nH]c2cc1S(=O)(=O)N1CCC(C)CC1,i,0.3,i
Cc1ccc(-c2nc3ncccc3o2)cc1NC(=O)c1cccnc1,i,1.05,i
O=C(NCCc1nc2ccccc2[nH]1)c1cccc(Br)c1,i,2.48,i
Cc1ccc(S(=O)(=O)N(C)C)cc1NC(=O)c1cc(-c2ccco2)nc2ccccc12,i,0.26,i
CC(C)C(NC(=O)/C(=C\c1ccco1)NC(=O)c1ccco1)C(=O)O (stereo unspecified),i,0.2,i
COc1cc(/C=N/Nc2ccc(Cl)c(C(=O)O)c2)ccc1OC(=O)c1ccccc1F,i,-2.35,i

# Nothing new here: an excerpt of the list.
SMILES,KCNQ2 block,Kir21 inh,CHT inh
CC(C)C(NC(=O)/C(=C\c1ccco1)NC(=O)c1ccco1)C(=O)O (stereo unspecified),i,0.2,i
COc1cc(/C=N/Nc2ccc(Cl)c(C(=O)O)c2)ccc1OC(=O)c1ccccc1F,i,-2.35,i

# Continuation.
SMILES,KCNQ2 block,Kir21 inh,CHT inh
O=C(NC(Cc1ccccc1)C(=O)O)/C(=C/c1cccc([N+](=O)[O-])c1)NC(=O)c1ccco1 (stereo unspecified),i,-0.25,i
CC(C)C(NC(=O)c1ccc(F)cc1)C(=O)Nc1cccnc1 (stereo unspecified),i,-0.98,i
O=C(CSc1ccc(Cl)cc1)OCc1nnc(-c2ccccc2)o1,i,-0.74,i
CCOC(=O)c1nnc(-c2cccs2)nc1Oc1ccc(Cl)cc1,i,-1.28,i
CCNC(=O)C1CC(=O)N(c2ccc(Br)cc2)C1 (stereo unspecified),i,0.01,i
CCN(CC)S(=O)(=O)c1ccc(O)c(NS(=O)(=O)c2ccccc2F)c1,i,-0.91,i
CN(C)C(CNC(=O)c1ccc(S(=O)(=O)Nc2cccc(C(F)(F)F)c2)cc1)c1ccco1 (stereo unspecified),i,-0.34,i
CCCOc1ccc(S(=O)(=O)NCCCN2CCOCC2)c2ccccc12,i,-1.6,i
Clc1ccc(SCc2cn3ccccc3n2)cc1,i,-1.28,i
COc1ccc2cc1Oc1ccc(cc1)C[C@H]1c3cc(c(OC)cc3CCN1C)Oc1c(O)c(OC)cc3c1[C@H](C2)N(C)CC3,i,0.99,i
O=[N+]([O-])c1cccc2c(S(=O)(=O)N3CCOCC3)cccc12,i,0.16,i
COc1ccc(CCNC(=O)CN(c2ccc(C)cc2)S(=O)(=O)c2c(C)noc2C)cc1OC,i,0.41,i
CC(C)C(NS(=O)(=O)c1cccc2nsnc12)C(=O)NC1CCCCC1C (stereo unspecified),i,-0.5,i
Cc1onc(-c2c(F)cccc2Cl)c1C(=O)NC1CCCCCC1,i,-3.2,i
CCCc1nnc(NC(=O)CCC(=O)N2CCN(c3nc(C)cc(C)n3)CC2)s1,i,-0.01,i
O=C(CSc1ncc(C(F)(F)F)cc1Cl)N1CCN(S(=O)(=O)c2ccccc2)CC1,i,-0.35,i
Cc1csc(NC(=O)c2ccc(C)c(S(=O)(=O)N3CCOCC3)c2)n1,i,-0.41,i
O=C(OCc1ccc(COC(=O)c2cccnc2Cl)cc1)c1cccnc1Cl,i,1.38,i
CCCCN(CCCC)Cc1ccc(C(=O)NNC(=O)Nc2ccccc2)o1,i,0.19,i
Cc1cccc(NC(=O)c2cc([N+](=O)[O-])ccc2NC2CCCCC2)c1,i,-0.05,i

# Printed as active in KCNQ2 block (from the list above):
SMILES,KCNQ2 block,Kir21 inh,CHT inh
CC1CCN(c2cc(N)c(Cl)cc2[N+](=O)[O-])CC1,-6.47*,-1.5,i
Cc1ccc2c(C)c(C(=O)N3CCN(c4ncccn4)CC3)oc2c1C,-8.62*,2.16,nt

# Entries of single compounds from above. Values in the order: KCNQ2 block	Kir21 inh	CHT inh
# Shown for `CCNC(=O)C1CC(=O)N(c2ccc(Br)cc2)C1` (stereo unspecified) → i	0.01	i
# Shown for `Cc1csc(NC(=O)c2ccc(C)c(S(=O)(=O)N3CCOCC3)c2)n1` → i	-0.41	i

# (continued)
SMILES,KCNQ2 block,Kir21 inh,CHT inh
COc1ccc(C(=O)Nc2ccc3c(c2)nc(CN2CCN(C(C)=O)CC2)n3C)cc1,i,0.07,i
Cc1ccc(S(=O)(=O)CCC(=O)Nc2nc(-c3ccncc3)cs2)cc1,i,-1.84,i
O=C(COC(=O)c1cccs1)Nc1cc(S(=O)(=O)N2CCOCC2)ccc1Cl,i,0.16,i
CN(c1ccccc1C(=O)Nc1ccccc1C(=O)NCc1ccco1)S(C)(=O)=O,i,0.32,i
Cc1cc(/C=N/n2cnnc2)c(C)n1-c1ccc(Cl)cc1,i,-2.54,i
CC1CC(C)CN(C(=O)C2CCCN(S(=O)(=O)c3cccc4nonc34)C2)C1 (stereo unspecified),i,-0.2,i
Cc1cc(C(=O)N2CCCC(C(=O)c3ccc(Oc4ccccc4)cc3)C2)n[nH]1 (stereo unspecified),i,-0.91,nt
O=C(COC(=O)/C=C/c1cccc(F)c1)Nc1ccc(Cl)cn1,i,-0.62,i
CCC(C)NC(=O)C1CCN(S(=O)(=O)c2ccc(OC)cc2)CC1 (stereo unspecified),i,-1.12,i
COc1ccc(-n2c(C)c(C(C)=O)c(C(C)=O)c2C)cc1,i,0.61,i
Cc1cc(-c2ccccc2)nc(-c2ccccc2)c1C,i,-2.74,i
O=C(O)c1cc2nc3c(c(C(F)(F)F)n2n1)CCc1ccccc1-3,i,-0.21,i
COc1ccc(OC)c(N(CC(=O)Nc2cccnc2)S(C)(=O)=O)c1,i,1.51,i
CCCCC(=O)c1c(C)cc(C)[nH]c1=O,i,1.05,i
COC(=O)CNC(=O)c1sc2ncn(CC(=O)Nc3ccc(C)c(Cl)c3)c(=O)c2c1C,i,-1.18,i
N#CC(C#N)=C(Nc1ccccc1)c1ccccc1,i,-0.68,i
O=S(=O)(c1ccc(NC(=S)Nc2ccc(OC(F)F)cc2)cc1)N1CCOCC1,i,-0.06,i
CCOc1cc(C(=O)NC(=S)Nc2cccnc2)cc(OCC)c1OCC,i,-1.14,i
Cc1ccc(OCc2nnc(SCC(=O)N3CCOCC3)n2C)cc1,i,0,i
O=C(Nc1ccnn1C1CCN(Cc2cccc(OCCO)c2)CC1)C1CC1,i,0.05,i

# The list goes on; the last 4 above are carried over.
SMILES,KCNQ2 block,Kir21 inh,CHT inh
O=S(=O)(c1ccc(NC(=S)Nc2ccc(OC(F)F)cc2)cc1)N1CCOCC1,i,-0.06,i
CCOc1cc(C(=O)NC(=S)Nc2cccnc2)cc(OCC)c1OCC,i,-1.14,i
Cc1ccc(OCc2nnc(SCC(=O)N3CCOCC3)n2C)cc1,i,0,i
O=C(Nc1ccnn1C1CCN(Cc2cccc(OCCO)c2)CC1)C1CC1,i,0.05,i
COc1ccc(C2/C=C\CN(S(=O)(=O)c3ccc(-c4ccccc4)cc3)CC(=O)N2Cc2ccc(F)cc2)cc1 (stereo unspecified),i,-0.99,nt
Cc1oc(-c2ccccc2)cc1C(=O)Nc1cccc(/C=C\C(=O)O)c1,i,0.6,-8.86*
Cc1ccc(C(=O)N/C(=C\c2cccs2)C(=O)NCCCN2CCOCC2)cc1,i,-1.25,i
S=C(NC1CCCCC1)NC1CC2C=CC1C2 (stereo unspecified),i,-1.88,i
Cc1cc2c(cc1S(=O)(=O)NCc1ccccc1)OCC(=O)N2,i,-0.9,i
CCc1nc(SCC(=O)NC2CCCC2)c2c(=O)n(C)c(=O)n(C)c2n1,i,0.82,i
Cc1ccc2c(COC(=O)C3=COCCO3)cc(=O)oc2c1,i,0.27,nt
Cc1nnc(SCc2cccc([N+](=O)[O-])c2)[nH]c1=O,i,0.39,i
Cc1c(C(c2cccs2)c2c(C)n(C)n(-c3ccccc3)c2=O)c(=O)n(-c2ccccc2)n1C,i,-0.65,i
CC(Oc1ccc(Cl)cc1Cl)C(=O)NC(=S)N1CCc2ccccc21 (stereo unspecified),i,-2.11,i
CCc1ccc(NC(=O)C(C)OC(=O)CCC(=O)c2cccs2)cc1 (stereo unspecified),i,0.19,i
CC(C)Cn1c(SCC(=O)Nc2cc(Cl)c(Cl)cc2Cl)nc(O)cc1=O,i,1.62,i
CCCNC(=O)CSc1nccn1Cc1ccc(OC)cc1,i,-1.05,i
Clc1ccc(C2NCCc3sccc32)cc1 (stereo unspecified),i,-0.96,i
CCN(CC)S(=O)(=O)c1ccc(OC)c(NC(=O)COc2ccc3c(C)cc(=O)oc3c2)c1,i,0.84,i
CCCOc1ccc(/C(O)=C2/C(=O)C(=O)N(CCCn3ccnc3)C2c2ccc(C)o2)cc1 (stereo unspecified),i,-0.91,i
COc1cnc(-c2ccccn2)nc1Oc1ccccc1,i,0.98,i
COc1cc(/C=C/C(=O)NCCn2c(C)cc3ccccc32)cc(OC)c1OC,i,-2.43,i
O=C(Nc1ccccc1)c1nc2ccccc2s1,i,0.83,i
CC1(C)C2CCC1(C)C(OC(=O)C[n+]1ccccc1N)C2 (stereo unspecified),i,-2.13,i
COc1ccc(-c2nnc(SCc3ccccn3)n2C)cc1,i,0.04,i
CCc1nnc(NC(=O)Cc2sc(C)nc2-c2ccc(C)cc2)s1,i,0.79,i
NC(=O)c1ccc[n+](CC(=O)NCc2ccc(Cl)cc2)c1,i,0.05,i
COc1cc(OC)cc(C2=NCCN2)c1,i,0.25,i
Cc1ccc(-c2nn(CC(=O)NCc3ccco3)c(=O)c3ccccc23)cc1,i,0.51,i
COc1ccc(Cl)cc1S(=O)(=O)N1CCC(C(=O)NC2CC2)CC1,i,1.16,i
COc1cccc(CC(NC(C)=O)C(=O)NC2CCN(C(=O)C3CC3)CC2)c1OC (stereo unspecified),i,0.04,i
O=C(Nc1ccc(Cl)cc1)c1ccc(-c2ccccn2)s1,i,0.86,i
Cc1ccc(/C(O)=C2\C(=O)C(=O)N(CC(C)O)C2c2ccccn2)cc1 (stereo unspecified),i,-0.09,i
C=CCOc1ccc(-c2nc3c(c(=O)[nH]c(=O)n3CCC)n2CCCC)cc1,i,-0.09,i
Cc1ccc(CNC(=O)N2CCN(c3ccc(C)cc3)CC2)cc1,i,0.01,i
CCOC(=O)c1c(NC(=O)CSc2nnc(C)s2)sc2c1CCC(CC)C2 (stereo unspecified),i,0.67,i

# Screening results from PubChem BioAssay.
